Screens (PubChem)
CHT inh: human CHT choline transport inhibition. Q9GZV3. CHT-expressing cells, membrane potential dye, choline response; stronger effect = lower value. B-score at 10 µM. 310,000 compounds, 0.86% hits. AID 488975;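 active = B-score over 3 SD under the library average, and starting fluorescence ratio not unusually high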;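 note: choline stimulus applied at its EC90 after an EC20 pre-addition; B-score computed on integrated fluorescence ratio after choline addition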
Target sequence (Q9GZV3 whole entry, looked up): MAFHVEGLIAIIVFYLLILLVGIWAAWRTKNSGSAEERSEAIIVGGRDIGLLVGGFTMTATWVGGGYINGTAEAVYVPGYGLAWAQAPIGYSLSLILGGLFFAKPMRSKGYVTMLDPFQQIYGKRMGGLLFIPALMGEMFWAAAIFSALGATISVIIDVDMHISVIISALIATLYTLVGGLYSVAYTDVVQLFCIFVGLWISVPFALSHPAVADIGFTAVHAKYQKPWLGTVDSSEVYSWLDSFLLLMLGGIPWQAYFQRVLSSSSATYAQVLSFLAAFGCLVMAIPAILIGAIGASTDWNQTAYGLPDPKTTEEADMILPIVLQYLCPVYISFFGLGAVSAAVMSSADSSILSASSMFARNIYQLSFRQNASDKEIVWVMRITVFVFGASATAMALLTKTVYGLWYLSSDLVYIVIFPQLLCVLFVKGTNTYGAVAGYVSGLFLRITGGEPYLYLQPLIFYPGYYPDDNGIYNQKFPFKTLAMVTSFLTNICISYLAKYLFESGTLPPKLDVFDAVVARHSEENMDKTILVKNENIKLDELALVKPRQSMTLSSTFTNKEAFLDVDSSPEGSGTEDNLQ
Kir21 inh: Kir2.1 (mouse) channel inhibition | 310,000 compounds, 0.85% hits | B-score at 10 µM | P35561 | HEK293-Kir2.1, FluxOR thallium flux fluorescence; stronger effect = lower value;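 active = fluorescence ratio B-score at or below minus 3 SD of library scores, with starting-brightness B-score within 2 SD, cut at about -4.2 in these data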;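 note: channel flux triggered by added potassium and thallium sulfate stimulus; B-score of peak minus minimum fluorescence over baseline after thallium stimulus; more negative B-score means stronger Kir2.1 block with less thallium influx; some compounds called inactive have numbers as strong as hits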
Target sequence (P35561 whole entry, looked up): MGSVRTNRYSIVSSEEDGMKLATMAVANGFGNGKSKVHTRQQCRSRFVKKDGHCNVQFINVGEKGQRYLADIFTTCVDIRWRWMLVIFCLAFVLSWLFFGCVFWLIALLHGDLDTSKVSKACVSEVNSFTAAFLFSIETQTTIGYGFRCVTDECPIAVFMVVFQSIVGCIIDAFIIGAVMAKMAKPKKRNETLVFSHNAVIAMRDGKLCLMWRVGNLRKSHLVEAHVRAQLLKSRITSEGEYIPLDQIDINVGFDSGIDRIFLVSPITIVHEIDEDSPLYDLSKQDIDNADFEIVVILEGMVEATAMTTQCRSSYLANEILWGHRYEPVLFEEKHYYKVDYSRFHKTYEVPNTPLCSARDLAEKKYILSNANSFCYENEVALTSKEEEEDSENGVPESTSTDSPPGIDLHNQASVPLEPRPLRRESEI
An asterisk follows results filed as active; i = inactive; . = no result given.

CHT inh,Kir21 inh,Structure
i,0.44,CC(=O)N1c2ccccc2NC2=C(C(=O)CCC2)C1c1cccnc1 (stereo not given)
i,-0.23,CC(C)c1ccccc1OCC(O)CN1CCN(S(=O)(=O)c2ccc([N+](=O)[O-])cc2)CC1 (stereo not given)
i,0.34,Nc1ccc2nc(-c3cccc(-c4nc5ccc(N)cc5[nH]4)n3)[nH]c2c1
i,-3.3,Cc1ccc(S(=O)(=O)/C(=C\N(C)C)c2cnc(Cl)s2)cc1
i,0.22,Cc1c(CCCC(=O)O)sc(N)c1C(=O)c1cccc(C(F)(F)F)c1
i,-1.2,COc1ccc(NS(=O)(=O)c2cc(C)ccc2OC)cc1OC
i,0.76,O=C(NCCOC(=O)c1ccc(C(=O)OCCNC(=O)c2cccnc2)s1)c1cccnc1
i,1.1,O=C(Nc1ccccc1)c1cc(S(=O)(=O)N2CCSCC2)ccc1Cl
i,0.12,O=C(NCCN1C(=O)S/C(=C\c2ccc(OC(F)F)cc2)C1=O)C1=COCCO1
i,-0.79,COc1cc2c(C#N)c(N3CCN(C)CC3)nc(N)c2c(N)n1
i,0.11,COc1ccc(CCNC(C)=O)cc1
i,2.1,CCCOc1ccc(S(=O)(=O)N2C(=O)CC(=O)N(Cc3ccc(OCC)cc3)C2=O)cc1
i,0.97,CC12CCC(=O)N1c1c(sc3nc(N4CCOCC4)c4c(c13)CCCC4)C(=O)N2 (stereo not given)
i,-1.6,O=C(N/N=C/c1cc(Cl)ccc1O)c1ccncc1
i,0.91,Cc1ccc(S(=O)(=O)c2nc(S(C)(=O)=O)sc2N2CCN(C)CC2)cc1
i,-4,CC(C)CCNC(=O)c1ccc(C2SCC(=O)N2Cc2ccco2)cc1 (stereo not given)
i,2.1,Cn1c(=O)cc(OCCCC(=O)Nc2ccc3c(c2)OCCO3)c2ccccc21
i,0.22,O=C(Nc1cccc(C(=O)Nc2ccccc2C(=O)O)c1)c1cccc(Cl)c1
i,-2,Cc1cc(C)cc(-n2c(C)cc(C=C(C#N)C#N)c2C)c1
i,0.03,CC(=O)c1c(C)[nH]c(C(=O)NCc2ccc(C)cc2)c1C
i,1.4,CC1Sc2ccc(S(=O)(=O)CCC(=O)N3CCCC3)cc2NC1=O (stereo not given)
i,-0.02,Cc1ccc(N(CC(=O)NCCc2ccc(F)cc2)S(=O)(=O)c2ccc(Cl)c([N+](=O)[O-])c2)c(C)c1
i,1,Cc1ccc(NCC(=O)N=Nc2c(O)n(C)c3ccccc23)cc1
i,-1.1,CC(C)c1ccc2oc(=O)cc(CN3CCCCC3)c2c1
i,-0.01,O=C(NCc1cccnc1)c1ccc(S(=O)(=O)N2CCOCC2)cc1
i,-1.6,CCOc1ccc(NC(=S)Nc2cccnc2)cc1
i,1.1,Cc1cc(C(=O)NNC(=S)Nc2ccccc2)nn1C
i,-0.05,c1ccc(CSc2ncnc3c2sc2nc(N4CCOCC4)c4c(c23)CCCC4)cc1
i,-0.97,O=C(O)CCCN1C(=O)NC2NC(=O)NC21 (stereo not given)
i,0.37,O=C(CN(c1cccc([N+](=O)[O-])c1)S(=O)(=O)c1ccccc1)NCc1cccnc1

Compound profiles, as listed above. Order of screens: CHT inh | Kir21 inh
COc1cc2c(C#N)c(N3CCN(C)CC3)nc(N)c2c(N)n1 as listed: i | -0.79
O=C(CN(c1cccc([N+](=O)[O-])c1)S(=O)(=O)c1ccccc1)NCc1cccnc1 as listed: i | 0.37
CC(=O)N1c2ccccc2NC2=C(C(=O)CCC2)C1c1cccnc1 (stereo not given) as listed: i | 0.44

The main list resumes with the three entries that preceded the break.
CHT inh,Kir21 inh,Structure
i,-0.05,c1ccc(CSc2ncnc3c2sc2nc(N4CCOCC4)c4c(c23)CCCC4)cc1
i,-0.97,O=C(O)CCCN1C(=O)NC2NC(=O)NC21 (stereo not given)
i,0.37,O=C(CN(c1cccc([N+](=O)[O-])c1)S(=O)(=O)c1ccccc1)NCc1cccnc1
i,0.06,CN(Cc1ccccc1)C(=O)c1[nH]cnc1C(=O)N[C@@H](Cc1ccccc1)C(=O)OC(C)(C)C
i,2.3,Cc1ccc(-c2nn(-c3cccc(F)c3)cc2CNCCc2ccncc2)o1
i,1.3,COc1cc(Br)c(C2C(C#N)=C(N)Oc3n[nH]c(-c4cccnc4)c32)cc1OC (stereo not given)
i,1.8,Cc1nn(CC(=O)NCCCN2CCN(C)CC2)c(=O)c2cc(-c3ccccc3)nn12
i,0.08,COc1ccc(CCNC(=O)CSc2nn(-c3ccccc3)c(=S)s2)cc1
i,-0.18,CC(=O)Nc1ccc(S(=O)(=O)NC(C)C(=O)NCCc2ccc(F)cc2)cc1 (stereo not given)
i,-1.4,CC(C)=C1SC(N2CCCCC2)=NC1=O
i,-0.1,CC(C)(C)NC(=O)C(c1ccc(OCC(N)=O)cc1)N(C(=O)c1cccnc1)C1CC1 (stereo not given)
i,2.4,COc1ccc(NC(=O)CSc2nnc(-c3ccccc3)n2N)cc1
i,-0.5,CCOC(=O)C1(CC2CCCCO2)CCN(Cc2nc(C(C)C)cs2)CC1 (stereo not given)
i,0.52,CC(C)(C)C(=O)CSc1ncnc2c1cnn2Cc1ccccc1
i,0.04,Cc1[nH]c2ccccc2c1C(O)CN1CCC2(CC1)OCCO2 (stereo not given)
i,0.53,COc1ccc(/C(O)=C2/C(=O)C(=O)N(CCN(C)C)C2c2ccccn2)cc1OC (stereo not given)
i,0.94,Cc1ccc(NC(=O)C[n+]2cc(-c3ccccc3)n3c2CCC3)c(C)c1
i,-0.18,COc1cc(NC(=O)CN2C(=O)CN(C)C2=O)c(C)cc1[N+](=O)[O-]
i,1.1,Cc1cccc(NCC(=O)N/N=C/c2cccc(Br)c2)c1
i,-0.52,CN(Cc1ccccc1)c1nc2c(c(=O)[nH]c(=O)n2C)n1CCSc1nc2ccccc2[nH]1
i,0.08,COc1cc2c(cc1OC)CN(C(=O)c1cccs1)CC2
i,0.99,COc1cc(C(=O)OCCNC(=O)c2ccncc2)cc(OC)c1OC
i,-0.58,CCN1C(=O)CC(N2CCC(C(=O)OC)CC2)C1=O (stereo not given)
i,0.58,CN(C)S(=O)(=O)c1cccc(C(=O)Nc2ccc3c(c2)CCC3)c1
i,0.25,CCOC(=O)c1c(C)[nH]c(C(=O)COC(=O)/C=C/c2ccc(OC(F)F)cc2)c1C
i,-0.13,O=C(O)Cc1ccc(NC(=O)C(c2ccccc2)c2ccccc2)cc1
i,-0.41,COC(=O)[C@@H]1C[C@H]2CC[C@H](O)C[C@H]2N1Cc1ccccc1OS(=O)(=O)c1ccc(C)cc1
i,0.32,COc1ccc(Nc2ncc(C(=O)N3CCN(c4ccc(F)cc4)CC3)c3ccccc23)cc1
i,-0.28,COc1cc2c(cc1OC)C(C)N(C(=O)c1ccc(Br)o1)CC2 (stereo not given)
i,1.1,CC(C)(C)NC(=O)CN(C(=O)c1csnn1)c1ccccc1-c1ccccc1
i,-0.26,COc1ccc(CCNC(=O)C/C(C)=N/NC(=O)COc2ccc(C)cc2Br)cc1OC
i,-0.07,COc1ccccc1/C=C(\NC(=O)c1ccc(OC)c(OC)c1)C(=O)Nc1ccc([N+](=O)[O-])cc1
i,-0.13,O=C(c1ccccc1F)N1CCN(S(=O)(=O)c2ccc(Br)cc2)CC1
i,0.66,Cc1ccc(NC(=O)NNC(=O)c2cccs2)cc1
i,-0.82,Cc1ccc(S(=O)(=O)N(C)C)cc1NC(=O)CCNC(=O)c1ccco1
i,0.87,C=CCn1c(=O)c2ccccc2n2c(SC(C)C(=O)Nc3nc(-c4ccccc4)cs3)nnc12 (stereo not given)
i,-0.89,NC(=O)c1c(NC(=O)CN2C(=O)CCC2=O)sc2c1CCCCC2
i,-1.2,Fc1ccccc1C1c2cccn2CCN1C(=S)Nc1cccc(Br)c1 (stereo not given)
i,0.29,CSc1ccccc1NC(=O)c1cccnc1
i,-0.56,COc1cccc(-c2cccc(NC(=O)C3CCN(Cc4ccon4)CC3)c2)c1
i,0.88,NC[C@H]1O[C@H](O[C@H]2[C@H](O)[C@@H](O[C@H]3O[C@H](CO)[C@@H](O)[C@H](N)[C@H]3O)[C@H](N)C[C@@H]2N)[C@H](N)C[C@@H]1O
i,0.02,Cn1cnnc1SCC(=O)Nc1ccc(Cl)cn1
i,1.3,CN(CC(=O)O/N=C(\N)c1ccccn1)S(=O)(=O)c1cc(Cl)ccc1Cl
i,2.1,COc1ccc(OC)c(C2CC(=O)c3c([nH]c(C(=O)OCC4CCCO4)c3C)C2)c1 (stereo not given)
i,0.04,COc1ccccc1NC(=O)CCCc1nc(-c2ccc(OC)c(OC)c2)no1
i,1.3,O=C(OC1CCOC1=O)c1cc(Cl)ccc1[N+](=O)[O-] (stereo not given)
i,0.13,O=C(c1oc(=O)c2ccccc2c1-c1ccccc1)N1CCN(C2CCCCC2)CC1
i,0.06,COC/C=C/C1=CC2=CC(=O)C(C)(OC(=O)c3cnc4ccccc4n3)C(=O)C2=CN1CC1CC1 (stereo not given)
i,-1.2,O/N=C(/CN(O)/C=C1/C=CC=N1)c1cccs1
i,-0.22,O=C1NC2(CCCCC2)C(=O)N1CCN1C(=O)c2ccccc2C1=O
i,1.8,O=C(CCS(=O)(=O)c1ccc(Cl)cc1)Nc1nnc(-c2ccco2)o1
i,-1.7,CCCCCOc1ccccc1C(=O)NCC(=O)O
i,0.23,COc1cc(NC(=O)CSc2nc(C)c(C)c(C)n2)cc(OC)c1
i,-0.88,COc1ccc(NC(=O)/C=C/c2ccccc2)cn1
i,-1.6,CC1CCN(S(=O)(=O)c2ccc3c(ccn3CCC(=O)NC(C)C)c2)CC1
i,-1,Cc1ccc(C(=O)NCC(=O)OC(C)C(=O)Nc2ccc(N(C)C)cc2)s1 (stereo not given)
i,0.07,NS(=O)(=O)c1ccc(-c2ccc(C=O)o2)cc1
i,-0.44,O=C(NCC(F)(F)F)Nc1ncccn1
i,2.1,COc1ccc(S(=O)(=O)N2CCOC23CCN(S(=O)(=O)c2ccccc2)CC3)cc1
i,-1.1,O=C(Nc1cccnc1)c1ccc2nc(-c3ccccc3)c(-c3ccccc3)nc2c1
i,0.69,COc1ccc(Cc2nnc(NC(=O)c3ccccc3)s2)cc1OC
i,-1.5,Cc1ccc(S(=O)(=O)Nc2ccccc2CNc2c(C)n(C)n(-c3ccccc3)c2=O)cc1
i,-0.26,CC(C)(C#N)Nc1ccccc1

Random excerpt: 7 entries already listed
CHT inh,Kir21 inh,Structure
i,0.87,C=CCn1c(=O)c2ccccc2n2c(SC(C)C(=O)Nc3nc(-c4ccccc4)cs3)nnc12 (stereo not given)
i,0.29,CSc1ccccc1NC(=O)c1cccnc1
i,-1.7,CCCCCOc1ccccc1C(=O)NCC(=O)O
i,-1,Cc1ccc(C(=O)NCC(=O)OC(C)C(=O)Nc2ccc(N(C)C)cc2)s1 (stereo not given)
i,1.3,CN(CC(=O)O/N=C(\N)c1ccccn1)S(=O)(=O)c1cc(Cl)ccc1Cl
i,1.8,O=C(CCS(=O)(=O)c1ccc(Cl)cc1)Nc1nnc(-c2ccco2)o1
i,0.23,COc1cc(NC(=O)CSc2nc(C)c(C)c(C)n2)cc(OC)c1

(more compounds)
CHT inh,Kir21 inh,Structure
i,0.02,O=C(Nc1ccccc1C(=O)N1CCCCCC1)c1ccc(F)cc1
i,0.76,CCn1ccnc1C(O)c1ccc(N(C)C)cc1 (stereo not given)
i,0.11,COc1ccc(-n2nnc3c(=O)n(CC(=O)N4CCCCC4)cnc32)cc1
i,-0.01,COc1ccc(-c2nc(CS(=O)CC(=O)NC3CCCc4ccccc43)c(C)o2)cc1OC (stereo not given)
i,0.06,CC1=C(C(=O)N2CCCCCC2)C2(CCC(C)CC2)OC1=O (stereo not given)
i,0.59,CC(C)c1ccc(OC(=O)c2ccc3c(=O)n4c(nc3c2)CCC4)cc1
i,-1,CN(C)c1ccc(C=C2C(=O)OC(C)(C(C)(C)C)OC2=O)cc1 (stereo not given)
i,-1.3,CC(C)(C)c1ccccc1OCCN1CCCC1
i,-0.12,COc1ccc(Cl)cc1N(CC(=O)NC(C(C)C)C(C)C)S(C)(=O)=O
i,1.5,CSCCC(NC(=O)COc1ccccc1)C(=O)Nc1ccc(C)cc1 (stereo not given)
i,-1.1,O=C1OCC2=C1C(c1ccccc1)CC(=O)N2c1ccccc1 (stereo not given)
i,1,O=C(COC(=O)c1n[nH]c2ccccc12)Nc1ccccc1
i,-0.05,CCc1ccc(N(C(=O)c2ccco2)C(C(=O)NC2CCCC2)c2cccnc2)cc1 (stereo not given)
i,1.2,N#C/C(=N\Nc1ccccc1)C(=N)N1CCCCC1
i,-1,O=Nc1c(O)[nH]c2c(F)cccc12
i,-0.21,Cc1ccc(NC(=O)Cn2cccc2C2=NC(c3ccccc3)CO2)cc1C (stereo not given)
i,-0.5,N/C(Cn1cncn1)=N\NC(=O)C(=O)Nc1ccc(Cl)cc1Cl
i,1.4,CC(=O)O[C@@H]1C[C@H]2C(C)=C[C@H]3OC(=O)[C@@H](C)[C@H]3C[C@H]2[C@]1(C)O
i,1.3,Cn1c(=O)c2c(nc(CN3CCN(C(=O)c4ccco4)CC3)n2CCCO)n(C)c1=O
i,.,O=C(c1ccccc1)c1c2c(cc3sc4ccccc4[n+]13)-c1cccc3cccc-2c13
